A549 viability – A549 cytotoxicity, counter-screen for Nrf2 inhibitors | actives 0.16% (n = 390,000) | Potency, µM (titrated, usually from 46 µM), inactives show top-dose activity change, negative = cytotoxicity, most hits filed as inhibitors | A549 ARE-Fluc cells, CellTiter-Fluor viability, 18-24 h; also: potency is read from the fitted curve at half-maximal effect; % is scaled to controls: 0 for no effect and ±100 for the full control effect
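Cytotoxicity counterscreen: CellTiter-Fluor fluorescence was measured in A549 ARE_Fluc cells after 18-24 h of compound exposure in a concentration series. The subsequent BugLite luminescent read reports ARE-luciferase activity.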
HepG2 viability – kills HepG2 cells in TGF-b inhibitor counter-screen; HepG2 CAGA-GFP viability, ATP luminescence, 18 h; actives 0.76% (n = 410,000); Potency, µM (series often up to 46.1 µM), for inactives: at the top dose activity change, negative = cytotoxicity, actives largely listed as cytotoxic; also: potency is read from the fitted curve at half-maximal effect; some results filed as inactive show a strong effect at the top dose
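HepG2 CAGA-GFP cells (1000/well, DMEM with 1% FBS) received compound, then TGF-beta at 500 pg/mL final, and were incubated 18 hours at 37 degrees C. Viability was read by CellTiter-Glo luminescence. Media-only wells were set as complete cell-killing and DMSO as no toxicity.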
Nrf2 inh – Nrf2 pathway inhibition | A549 ARE-Fluc reporter, luciferase luminescence, 18-24 h | Potency, µM (titrated, usually from 46 µM), for inactives: top-dose activity change, negative = inhibition, actives largely listed as inhibitors | actives 2.1% (n = 360,000) | AID 504444; also: potency is read from the fitted curve at half-maximal effect; % is scaled to controls: 0 for no effect and ±100 for the full control effect; nearly all actives have a fitted effect of over 60% in size
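Reporter: ARE-Fluc in A549. Exposure: 18-24 h, 37 °C, 5% CO2, 5% FBS OPTI-MEM. Readouts: fluorescent cytotoxicity (CellTiter-Fluor), then luminescent Nrf2 signal after BugLite.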
TGFb SMAD3 inh – TGF-b pathway inhibition. HepG2 CAGA-GFP TGF-b/SMAD3 reporter, GFP fluorescence, 18 h; TGF-beta stimulated, 500 pg/mL final. Potency, µM (highest dose often 46.1 µM), for inactives: top-dose activity, negative = inhibition, usual class: inhibitors. actives 1.2% (n = 410,000); also: potency is read from the fitted curve at half-maximal effect; % is scaled to controls: 0 for no effect and ±100 for the full control effect; nearly all actives have a fitted effect of over 65% in size
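First, reporter cells (HEPG2 CAGA-GFP) rested 2 h at 37 degrees C. Next, compounds were pinned in and TGF-beta added to 500 pg/mL final. After 18 h, GFP was imaged per cell and summed per well.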
Nrf2 activator – activates Nrf2 signaling; AREc32 ARE-luciferase reporter (MCF7-derived line), luminescence, 24 h; Potency, µM (top dose mostly 46.1 µM), without a hit: top-dose activation, hits mostly activators; actives 0.31% (n = 410,000); AID 624171; also: potency is read from the fitted curve at half-maximal effect; % of control where 0% means no effect; nearly all actives have a fitted effect of over 65% in size
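AREc32_Fluc, 1000 cells/well, OPTI-MEM + 5% FBS, o/n 37 deg C 5% CO2; 23 nL cpd by pin tool, 24 hr; Steady-Glo 30 min RT, luminescence.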
ATXN2 expr inh – reduces ATXN2 reporter expression in HEK-293 cells; HEK-293 ATXN2-luciferase reporter, luminescence, 24 h; Potency, µM (doses to about 57 µM), for inactives: top-dose activity change, negative = inhibition, usual class: inhibitors; actives 0.72% (n = 360,000); also: potency is read from the fitted curve at half-maximal effect; % is scaled to controls: 0 for no effect and ±100 for the full control effect; nearly all actives have a fitted effect of over 55% in size
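ATXN2-luciferase reporter cells (luciferase flanked by upstream and downstream ATXN2 gene portions) were treated 24 h at 37 °C with compounds at up to 57 uM. SteadyGlo luminescence gave expression; GF-AFC fluorescence gave viability.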
MCF10A rereplic – DNA re-replication induction in MCF 10a cells; MCF 10A DNA re-replication, Hoechst nuclear intensity, 48 h; Potency, µM (top dose mostly 46.1 µM), inactives show at the top dose activity, positive = re-replication, hits mostly activators; actives 2.9% (n = 350,000); also: potency is read from the fitted curve at half-maximal effect; % of control where 0% means no effect; nearly all actives have a fitted effect of over 50% in size
IL-1B inflam inh – inhibitors of inflammasome signaling (IL-1 beta secretion); THP-1 LPS/ATP IL-1B secretion, AlphaLISA, 16 h; hits give low values; actives 4.7% (n = 360,000); activity change, % at 57.5 µM; AID 743279; in the data active = activity change below about -50%; inconclusive = mostly about -30% to -49%; also: % is scaled to controls: 0 for no effect and ±100 for the full control effect
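Secreted IL-1B measured by AlphaLISA bead assay after 16 h compound exposure of THP-1 cells; compounds (final up to 57.5 uM) added 1 h before LPS (250 ng/mL) and ATP (1.25 mM) stimulation; lower signal means less secretion.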
S2 tox – viability counter-screen for ATXN expression inhibitors; AID 651635; actives 0.49% (n = 400,000); S2 cells (HEK-293 line with an ATXN2-luciferase reporter) viability, CellTiter-Fluor protease fluorescence, 24 h; Potency, µM (highest dose often 56.7 µM), hits mostly cytotoxic; also: potency is read from the fitted curve at half-maximal effect; nearly all actives have a fitted effect of over 40% in size
* marks the source's active call; other numbers are inactive results; i = inactive; ? = inconclusive; · = not tested or not shown; [ ] = remark or other dose. Unless noted, calls follow the shape of the dose curve; as a rule, active = well fitted curve in the direction sought with a large enough effect; inconclusive = small, poorly fitted or top-dose-only effect, or another doubt; inactive = no such curve, though single readings can be large; an effect the other way counts as inactive or inconclusive.

1	O=C(CSCc1ccccc1)Nc1cc([N+](=O)[O-])ccc1F
2	CCCOc1ccc(S(=O)(=O)N2CCCC2)cc1[N+](=O)[O-]
3	COc1c(Cl)cc(C(=O)Nc2ccccc2C(=O)O)cc1Cl
4	O=C(O)c1ccc(NC(=O)c2cccc(S(=O)(=O)Nc3ccc(C(=O)O)cc3)c2)cc1
5	COc1ccc(NC(=O)COC(=O)CCC(=O)c2cccs2)cc1OC
6	Cc1ccc(C)c(C(=O)COC(=O)c2ccccc2N2C(=O)C3C4CCC(C4)C3C2=O)c1 (stereo unspecified)
Screen / compound no.	1	2	3	4	5	6
A549 viability	5%	1%	-4%	0%	2%	-2%
HepG2 viability	-10%	-7%	-42%	-18%	-13%	-1%
Nrf2 inh	?	-10%	5%	-5%	7%	-7%
TGFb SMAD3 inh	4%	-1%	-8%	-8%	3%	-11%
Nrf2 activator	?	0.3%	2.5%	-0.5%	0.0%	0.3%
ATXN2 expr inh	·	-3%	9%	-16%	-12%	30%[activator]
MCF10A rereplic	-1%	-14%	2%	-10%	4%	0%
IL-1B inflam inh	2	?	45	-10	44	-11
S2 tox	?	?	i	i	i	?

7	O=C1CCCc2ccccc2N1Cc1ccc(Cl)cc1
8	CN(Cc1cc(Cl)cc(Cl)c1O)Cc1c(O)ccc2ccccc12
9	Cc1cc2c(cc1C)NC(CC(=O)Nc1cccc(Cl)c1)C(=O)N2 (stereo unspecified)
10	CCC(C)NC(=O)Cn1nc(Cc2ccncc2)c2ccccc2c1=O (stereo unspecified)
11	COc1cc2ccc(C(C)=O)cc2cc1OC
12	CCOC(=O)c1cc(NC(=O)c2ccoc2C)cc(C(=O)OCC)c1
Screen / compound no.	7	8	9	10	11	12
A549 viability	?	0%	0%	0%	·	-10%[1.84 µM]
HepG2 viability	-6%	-48%	-42%	13%	-49%	-3%
Nrf2 inh	·	1%	-4%	14%	·	?
TGFb SMAD3 inh	?	?	?	19%	9%	-2%
Nrf2 activator	-0.6%	?	9.4%	0.4%	12%	2.7%
ATXN2 expr inh	-9%	-21%	0%	-1%	·	12%
MCF10A rereplic	1%	23µM*	·	1%	·	?
IL-1B inflam inh	-4	-96*	·	8	-30	38
S2 tox	i	i	?	i	i	i

Part of the list above, limited to MCF10A rereplic and TGFb SMAD3 inh.
#	smiles	MCF10A rereplic	TGFb SMAD3 inh
7	O=C1CCCc2ccccc2N1Cc1ccc(Cl)cc1	1%	?
8	CN(Cc1cc(Cl)cc(Cl)c1O)Cc1c(O)ccc2ccccc12	23µM*	?
9	Cc1cc2c(cc1C)NC(CC(=O)Nc1cccc(Cl)c1)C(=O)N2 (stereo unspecified)	·	?
10	CCC(C)NC(=O)Cn1nc(Cc2ccncc2)c2ccccc2c1=O (stereo unspecified)	1%	19%
11	COc1cc2ccc(C(C)=O)cc2cc1OC	·	9%
12	CCOC(=O)c1cc(NC(=O)c2ccoc2C)cc(C(=O)OCC)c1	?	-2%

More entries
13	C=CCn1c(SCc2c(F)c(F)c(F)c(F)c2F)nc(O)cc1=O
14	CC(C)CC(c1nnnn1Cc1cccs1)N1CCN(c2nc3ccccc3s2)CC1 (stereo unspecified)
15	O=C(CSc1nc2ccccc2[nH]1)N/N=C/C=C/c1ccccc1[N+](=O)[O-]
16	O=C(Nc1cccc(C(=O)N2CCCCC2)c1)c1ccc(Cl)cc1
17	CCNc1nc(SCC(=O)Nc2ccc(Cl)c(Cl)c2)nc(N(C)C)n1
18	O=C(C1CCN(c2nnc(N3CCCC3=O)s2)CC1)N1CCN(Cc2ccc3c(c2)OCO3)CC1
Screen / compound no.	13	14	15	16	17	18
A549 viability	3%	-15%	9%	-1%	-5%	1%
HepG2 viability	-9%	2%	-1%	-50%	-6%	3%
Nrf2 inh	4%	?	15%	14%	?	-12%
TGFb SMAD3 inh	?	1%	-1%	?	25%	23%
Nrf2 activator	-0.3%	0.0%	?	2.4%	-0.5%	3.0%
ATXN2 expr inh	1%	-17%	0%	1%	-10%	1%
MCF10A rereplic	7%	18%	?	-9%	13%	6%
IL-1B inflam inh	-4	-2	5	16	13	?
S2 tox	i	i	i	i	i	i

19	CCOC(=O)c1cc(-c2ccccc2)sc1NC(=O)C(C)OC(=O)c1cccnc1OCC (stereo unspecified)
20	COc1ccccc1NC(=O)CN1CCCN(S(=O)(=O)c2ccc(Br)cc2)CC1
21	O=C(Cn1c(=O)ccc2cc(S(=O)(=O)N3CCCC3)ccc21)NCc1ccc(Cl)cc1
22	CC(C)c1ccc2oc(-c3ccc(N)cc3)nc2c1
23	Cc1ccc(-n2ncc3c(SCC(N)=O)ncnc32)cc1C
24	CN(C(=O)CSc1nc2ccccc2o1)C1CCS(=O)(=O)C1 (stereo unspecified)
Screen / compound no.	19	20	21	22	23	24
A549 viability	4%	-20%	-1%	-14%	6%	?
HepG2 viability	-9%	-35%	-28%	-43%	8%	-1%
Nrf2 inh	?	?	·	?	?	1%
TGFb SMAD3 inh	15%	?	-4%	-2%	-8%	4%
Nrf2 activator	-0.2%	5.8%	-0.4%	6.6%	2.7%	-0.1%
ATXN2 expr inh	-14%	-28%	-4%	-21%	53%[activator]	0%
MCF10A rereplic	?	·	·	10%	-5%	0%
IL-1B inflam inh	-26	·	·	17	-2	-2
S2 tox	i	?	i	i	i	i

25	Cc1nn2c(C(F)(F)F)cc(-c3ccc(Cl)cc3)nc2c1C(=O)N1CCOCC1
26	CCCN1CCN(CCCNC(=O)C2CCCN(c3nc4ccc(OCC)cc4s3)C2)CC1 (stereo unspecified)
27	O=C1c2cccc(OCC(=O)N3CCCc4ccccc43)c2CCN1Cc1ccc(Br)cc1
28	CCOC(=O)c1ccc(Nc2cnc3ccccc3n2)cc1
29	Cc1cccc(C)c1NC(=O)NCCc1c[nH]c2ccccc12
30	CCOC(=O)CN1c2ccccc2NC(=O)CC1C (stereo unspecified)
Screen / compound no.	25	26	27	28	29	30
A549 viability	-11%	6%	-14%	-7%	6%	-1%
HepG2 viability	3%	16%	-2%	7%	-25%	5%
Nrf2 inh	·	11%	?	?	-8%	-13%
TGFb SMAD3 inh	4%	-12%	0%	-4%	13%	-6%
Nrf2 activator	-0.4%	-0.6%	-1.0%	3.9%	-0.6%	-0.6%
ATXN2 expr inh	-5%	2%	?	52%[activator]	2%	2%
MCF10A rereplic	16%	-5%	?	?	·	-1%
IL-1B inflam inh	-5	9	-22	-6	·	15
S2 tox	i	i	?	·	i	i

31	O=C(NC1CC1)c1cc(-c2ccccn2)nc2ccccc12
32	COc1ccc(Cc2nnc(Nc3ccc4c(c3)OCCO4)[nH]c2=O)cc1
33	NC(=O)C1CCN(C(=O)c2cc(-c3ccc(Cl)s3)nc3ccccc23)CC1
34	O=C1OCC2=C1C(c1ccc3c(c1)OCO3)Sc1ccccc1N2 (stereo unspecified)
35	CCOC(=O)Cc1csc(NC(=S)NC(=O)c2ccc(C)cc2)n1
36	Cc1sc2ncn(CC(=O)NC3CCCCC3)c(=O)c2c1C
Screen / compound no.	31	32	33	34	35	36
A549 viability	-11%	0%	10%	-5%	-10%	11%
HepG2 viability	-3%	-1%	-34%	3%	2%	4%
Nrf2 inh	·	4%	5%	?	2.1µM*	-21%
TGFb SMAD3 inh	0%	0%	?	-4%	-6%	-5%
Nrf2 activator	3.1%	0.6%	2.5%	-0.1%	-3.1%	-0.9%
ATXN2 expr inh	4%	-9%	-14%	-10%	·	·
MCF10A rereplic	13%	0%	?	15%	-2%	-3%
IL-1B inflam inh	1	4	-15	-11	-4	-3
S2 tox	i	i	i	i	?	i

37	CS(=O)(=O)N(Cc1ccccc1F)c1ccccc1
38	CCN(CC)c1ccc(C=Nc2ccc(C#N)cc2)c(O)c1
39	Cc1ccccc1C(=O)NNC(=O)C(=O)N1CCCCC1
40	Cc1nc(NC(=O)/C=C/c2ccccc2)n[nH]1
41	CC1(C)CC(=O)C2=C(C1)NC1=C(C(=O)c3ccccc31)C2c1ccc(Cl)cc1 (stereo unspecified)
42	CC(C)N1CCCC(C)(C(=O)Nc2nccc3ccccc23)C1 (stereo unspecified)
Screen / compound no.	37	38	39	40	41	42
A549 viability	-3%	-9%	-1%	-13%	?	·
HepG2 viability	-2%	-3%	6%	16%	-45%	-2%
Nrf2 inh	-5%	-13%	-5%	-2%	?	·
TGFb SMAD3 inh	14%	49%[activator]	8%	13µM*	?	-2%
Nrf2 activator	0.2%	-0.7%	-0.3%	7.1µM*	3.0%	0.1%
ATXN2 expr inh	3%	-6%	7%	4%[11.3 µM]	0%	5%
MCF10A rereplic	-15%	0%	-17%	?	?	·
IL-1B inflam inh	-8	-1	24	-114*	-54*	24
S2 tox	i	i	i	i	?	i

A second format for some results above.
Results follow in this order: A549 viability	HepG2 viability	Nrf2 inh	TGFb SMAD3 inh	Nrf2 activator	ATXN2 expr inh	MCF10A rereplic	IL-1B inflam inh	S2 tox
39) Cc1ccccc1C(=O)NNC(=O)C(=O)N1CCCCC1
 : -1%	6%	-5%	8%	-0.3%	7%	-17%	24	i
40) Cc1nc(NC(=O)/C=C/c2ccccc2)n[nH]1
 : -13%	16%	-2%	13µM*	7.1µM*	4%[11.3 µM]	?	-114*	i
41) CC1(C)CC(=O)C2=C(C1)NC1=C(C(=O)c3ccccc31)C2c1ccc(Cl)cc1 (stereo unspecified)
 : ?	-45%	?	?	3.0%	0%	?	-54*	?
42) CC(C)N1CCCC(C)(C(=O)Nc2nccc3ccccc23)C1 (stereo unspecified)
 : ·	-2%	·	-2%	0.1%	5%	·	24	i

Assay outcomes as filed in PubChem BioAssay.

No enrichment for hits; overall some 8.8% were active at least once.
